Lipid storage S3 – qHTS Assay for Lipid Storage Modulators in Drosophila S3 Cells. 320,000 tested, 0.64% active. Potency in µM for hits, for the others lipid storage change, negative = inhibition, % at the top dose, mostly 46.1 µM. AID 2685. Drosophila S3 cells, BODIPY lipid droplet fluorescence, 18-24 h; cells fed with added oleic acid; active = well fitted inhibition curve with a large enough effect in the signal ratio, with a control signal flat, not every such curve was filed as active; inconclusive = small, poorly fitted or top-dose-only effect, or effect the other way, or a change in a side signal; the % refers to the signal ratio
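Drosophila S3 cells loaded with oleic acid (400 uM, as added) and compounds at several concentrations; lipid droplets imaged by 488-nm laser-scanning cytometry, 500–530 nm intensity and object ratio to cell channel. Percent activity normalized to 20 uM Triacsin C.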
Lipid storage S3 cell count max – recorded beside Lipid storage S3, whose call it bears; cell number change, %; measured here: cell count max response;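 cells counted by Cell Tracker Red CMTPX staining in the red channel; peak over a dose series mostly up to 46.1 µM; percent activity relative to internal control wells on each plate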
* = called active by the depositor; i = inactive; ? = inconclusive; . = no result given. % is scaled to controls: 0 for no effect and ±100 for the full control effect; potency is read from the fitted curve at half-maximal effect.

SMILES | Lipid storage S3 | Lipid storage S3 cell count max
Cc1cccc(C)c1OCC(=O)NC1CC1 | i | -7
Cc1ccc2sc(NNC(=O)c3cc(=O)c4ccccc4o3)nc2c1C | ? | .
CC(C)(C)n1nc2c(c1NC(=O)COc1ccc3ccccc3c1)CS(=O)C2 (stereo not drawn) | ? | .
O=C(N/N=C/c1cccc(O)c1)c1cc2c(ccc3ccccc32)o1 | ? | .
CCC(=O)N(CCC(c1ccccc1)c1ccco1)Cc1cccs1 (stereo not drawn) | 3% | 1
COc1cc(N)c(Cl)cc1C(=O)OCC(=O)N1CCCC1 | 3% | 9
COc1ccc(/C=C2/C(=O)ON=C2C)cc1Br | 7% | 11
CC(=O)N1C(C(=O)O)Cc2c([nH]c3ccccc23)C1C (stereo not drawn) | ? | .
CC(=O)Nc1cccc(C(=O)/C=C/c2cccs2)c1 | ? | .
CC(C)(C)C(=O)NCc1ccc(C(=O)CSc2nnc(C3CC3)n2C2CC2)s1 | 6% | 15
CCCCn1c(N)c(N(CC(C)C)C(=O)CSCC(=O)Nc2cccc(C)c2)c(=O)[nH]c1=O | -18% | 5
CC(=O)Nc1ccc(SCCN2CC[C@@H](O)CCC2=O)cc1 | ? | .
CCCCCc1cc(=O)oc2c(C(CCN3CCCC(C)C3)c3ccc(N(C)C)cc3)c(OC)cc(OC)c12 (stereo not drawn) | ? | .
CC(OC(=O)Cc1n[nH]c(=O)c2ccccc12)C(=O)Nc1ccc(Cl)cn1 (stereo not drawn) | ? | .
O=C(CCOc1ccccc1)NCc1ccccc1 | ? | .
CCOC(=O)N1CCN(C2CCCN(C(=O)c3ccccc3N(C)C)C2)CC1 (stereo not drawn) | 17% | 10
Cc1cc(NC(=O)c2ccc(C)s2)n(-c2nc3ccccc3[nH]2)n1 | ? | .
CCc1nnc(NC(=O)c2ccc(S(=O)(=O)N3CCCc4ccccc43)cc2)o1 | ? | .
O=C(Nc1ccc(F)cc1F)C1CCCN1S(=O)(=O)c1cccc2nsnc12 (stereo not drawn) | ? | .
O=C(CN1C(=O)C2CC=CCC2C1=O)Nc1nnc(SCc2c(Cl)cccc2Cl)s1 (stereo not drawn) | ? | .
CC(=O)N1CCN(C(=O)c2ccc(-n3c(C)ccc3C)cc2)CC1 | 6% | 17
COc1ccc(COC(=O)C2=C(C)NC(=O)NC2c2cccc(OC)c2OC)cc1 (stereo not drawn) | 25% | 4
CC(=O)N1CCc2cc(S(=O)(=O)NC(CC(C)C)C(=O)Nc3ccc4c(c3)OCCO4)ccc21 (stereo not drawn) | i | 2
O=C(NCCc1cccs1)C1CC(c2cccc([N+](=O)[O-])c2)=NO1 (stereo not drawn) | -14% | -13
Cc1ccc(NC(=O)C(=O)NCCN2CCN(S(C)(=O)=O)CC2)cc1 | ? | .
COc1ccc2c(c1)c(=O)cc(C)n2CC(=O)NCc1ccco1 | ? | .
CCOC(=O)N1CCN(CCC(=O)Nc2cccc(Cl)c2C)CC1 | ? | .
COc1cc(NC(C)CCc2ccccc2)cc(OC)c1OC (stereo not drawn) | ? | .
O=C(CCN1CCCCC1)NNC(=S)NC(=O)c1ccc(Br)cc1 | 2% | -33
COc1ccc(S(=O)(=O)N2CCCC(C(=O)NCc3ccncc3)C2)cc1 (stereo not drawn) | ? | .

As a working copy, some entries already given:
SMILES | Lipid storage S3 | Lipid storage S3 cell count max
Cc1cccc(C)c1OCC(=O)NC1CC1 | i | -7
Cc1ccc2sc(NNC(=O)c3cc(=O)c4ccccc4o3)nc2c1C | ? | .
CC(C)(C)n1nc2c(c1NC(=O)COc1ccc3ccccc3c1)CS(=O)C2 (stereo not drawn) | ? | .
O=C(N/N=C/c1cccc(O)c1)c1cc2c(ccc3ccccc32)o1 | ? | .
CCC(=O)N(CCC(c1ccccc1)c1ccco1)Cc1cccs1 (stereo not drawn) | 3% | 1
COc1cc(N)c(Cl)cc1C(=O)OCC(=O)N1CCCC1 | 3% | 9

(further entries)
SMILES | Lipid storage S3 | Lipid storage S3 cell count max
O=C(CS(=O)(=O)Cc1ccccc1)Nc1nc2ccccc2s1 | i | .
O=S(=O)(Cc1ccccc1)NCc1cccnc1 | 7% | .
COc1ccc(/C(O)=C2/C(=O)C(=O)N(Cc3cccnc3)C2c2ccco2)cc1OC (stereo not drawn) | 20% | .
Fc1ccc(CSc2ncnc3sc4c(c23)CCCC4)cc1 | 13% | -7
Cc1ccc(C2CCN(C(=S)Nc3cccc(Cl)c3)C2)cc1 (stereo not drawn) | 6% | 4
CCOC(=O)c1c(N)sc2c1CCC(C)C2 (stereo not drawn) | ? | .
N#C/C(=C\c1ccc(OCCN2CCOCC2)cc1)C(=O)Nc1ccc(S(N)(=O)=O)cc1 | ? | .
Cn1nc(C(F)(F)F)c(C#N)c1N1CCN(c2ccc(F)cc2)CC1 | ? | .
CCOc1ccccc1N(CC(=O)NC1CCCC1)C(=O)CCCC(=O)Nc1ccccn1 | -24% | 3
CCOC(=O)C1CCCN(C(=O)Nc2c(-c3ccccc3)noc2C)C1 (stereo not drawn) | ? | .
CCOC(=O)C1CCN(C(=O)c2cc(OCC)c(OCC)c(OCC)c2)CC1 | ? | .
N#CCCN(C(=O)COC(=O)C1CCN(S(=O)(=O)c2ccc3c(c2)OCCO3)CC1)c1ccccc1 | ? | .
N#CCC(=O)N/N=C/c1coc2ccccc2c1=O | ? | .
Cc1nnc(SCC(=O)N(CC(C)C)c2c(N)n(CC(C)C)c(=O)[nH]c2=O)n1-c1ccccc1 | -2% | .
COc1ccc(N2CC(C)Cn3c2nc2c3c(=O)n(Cc3ccccc3)c(=O)n2C)c(OC)c1 (stereo not drawn) | 5% | -10
CCCCCCC#Cc1ccc2c(c1)COc1c3ccccc3nn1-2 | ? | .
CN(C)S(=O)(=O)c1cccc(C(=O)OCC(=O)Nc2ccc3c(c2)OCCO3)c1 | ? | .
CNc1ccc(OC)cc1-n1cnc(-c2ccc([N+](=O)[O-])cc2)c1 | ? | .
COC(=O)c1ccc(/C=N/N2C(C)CCCC2C)cc1 (stereo not drawn) | ? | .
Cc1ccc(NC(=O)CC2SC3=NCCN3C2=O)cc1 (stereo not drawn) | ? | .
COc1ccccc1C(=O)Nc1cccc2nc(C)ccc12 | ? | .
COc1cccc(C(=O)NCC(=O)OCc2ccc(F)cc2Cl)c1 | 9% | 8
CCOC(=O)c1c(CN2CCC(C)CC2)n(C)c2cc(Br)c(OC)cc12 | ? | .
COc1cc(/C=N/NC(=O)c2ccc(Cn3cc([N+](=O)[O-])cn3)o2)cc(Br)c1O | 4% | 8
CN(c1ccccc1)S(=O)(=O)c1cccc(NC(=O)C2CC(=O)N(Cc3ccccc3)C2)c1 (stereo not drawn) | ? | .
COc1ccc(OC)c(S(=O)(=O)N2CCCC(C(=O)NCc3ccco3)C2)c1 (stereo not drawn) | ? | .
COC(=O)C(CCSC)NC(=O)CNS(=O)(=O)c1ccc(Br)cc1 (stereo not drawn) | ? | .
CCOC(=O)C(=O)Nc1nc(-c2ccccc2)c(-c2ccccc2)o1 | 20% | 16
O=C(Nn1cnc2ccccc2c1=O)c1ccc(F)cc1Cl | -15% | -12
Cc1cc2nnc(SCC(=O)N(C)C3CCS(=O)(=O)C3)n2c2ccccc12 (stereo not drawn) | i | .

The final three entries of the section above are carried over, then new ones follow.
SMILES | Lipid storage S3 | Lipid storage S3 cell count max
CCOC(=O)C(=O)Nc1nc(-c2ccccc2)c(-c2ccccc2)o1 | 20% | 16
O=C(Nn1cnc2ccccc2c1=O)c1ccc(F)cc1Cl | -15% | -12
Cc1cc2nnc(SCC(=O)N(C)C3CCS(=O)(=O)C3)n2c2ccccc12 (stereo not drawn) | i | .
COc1ccc(NC(=O)c2cccc(N3C(=O)C4CC=C(C)CC4C3=O)c2)c(OC)c1 (stereo not drawn) | ? | .
COc1ccc(N2CCN(Cc3cc(=O)oc4cc(-c5ccccc5)c(O)cc34)CC2)cc1 | ? | .
COCCN(C(=O)COC(=O)CC(C)c1ccccc1)c1c(N)n(Cc2ccccc2)c(=O)[nH]c1=O (stereo not drawn) | ? | .
CC(C)c1ccc(NC2(C#N)C(=O)Nc3ccccc32)cc1 (stereo not drawn) | ? | .
CC(=O)Nc1ccc(NC(=O)Cn2c(CC(=O)N3CCCC3)nc3ccccc32)cc1 | ? | .
Cc1c(Cl)cccc1NC(=O)COC(=O)CCc1nc2ccccc2n1-c1ccccc1 | ? | .
CC(NCC1(N2CCOCC2)CCCCC1)C(=O)N1CCc2ccccc21 (stereo not drawn) | i | 12
CC(=O)C1C(c2ccco2)c2c(noc2C)CC1(C)O (stereo not drawn) | -16% | -2
CCO/C(C)=C1\C(=O)N(CC)c2ccccc21 | ? | .
Cc1ccc(-c2noc(C3CCCCC3)n2)cc1 | ? | .
CC(Sc1nnc(-c2cccs2)n1N)C(=O)NCC1CCCO1 (stereo not drawn) | ? | .
CC(C)c1ccc(NC(=O)NC2CC3CCC(C2)N3Cc2cccs2)cc1 (stereo not drawn) | 2% | 3
CCCCc1ccc(-c2csc(/C(C#N)=C/c3ccco3)n2)cc1 | -22% | 4
Cc1cc(CNC(=O)c2ccc(C)c([N+](=O)[O-])c2)c2ccccc2n1 | ? | .
Cc1cccc(NC(=O)CC2SC(=NC3CCCCC3)NC2=O)c1 (stereo not drawn) | ? | .
Cc1ccc(N(C(=O)Nc2ccccc2)C2=NCC(C)S2)cc1 (stereo not drawn) | 17% | 11
COc1ccccc1NC(=O)c1ccccc1NS(=O)(=O)c1cccs1 | ? | .
Cc1nn2cc(-c3cccc(Cl)c3)cnc2c1Cl | -5% | 5
CCOc1ccccc1CN1CCN(Cc2cc(=O)c3ccccc3[nH]2)CC1CCO (stereo not drawn) | 18% | -2
COC(=O)c1ccc(-n2c(C)cc(C(=O)CSc3ccc(NC(C)=O)cc3)c2C)cc1 | ? | .
COc1cccc(/C=N/NC(=O)c2cc3c(OC)ccc(OC)c3[nH]2)c1O | ? | .
O=c1c(O)c(-c2cccs2)oc2ccccc12 | 6% | 13
C=CCN1CCN(C(=O)c2oc3ccccc3c2C)CC1 | i | -1
O=C(N[C@H](C(=O)O)c1ccccc1)C1CCC(Cn2cnc3ccccc3c2=O)CC1 (stereo partly drawn) | 1% | 0
O=C(Nc1nnc(CCc2ccccc2)s1)C1CCCO1 (stereo not drawn) | ? | .
Cc1nn(Cc2ccc(Cl)c(Cl)c2)c(C)c1NC(=O)c1cc(CC(C)C)on1 | i | 8
CC1CCCN(S(=O)(=O)c2ccc(C(=O)Nc3nnc(-c4ccncc4)o3)cc2)C1 (stereo not drawn) | -14% | -15
CSc1ncccc1C(=O)N1CCCC(Nc2ccc(C)c(C)c2)C1 (stereo not drawn) | ? | .
O=C(CNC(=O)c1ccc(Cl)cc1Cl)NCCCn1ccnc1 | ? | .
C=CCn1c(CCNC(=O)c2ccccc2F)nnc1SCC(=O)Nc1ccccc1F | ? | .

Filtered by structure, those above with a COOH group
SMILES | Lipid storage S3 | Lipid storage S3 cell count max
CC(=O)N1C(C(=O)O)Cc2c([nH]c3ccccc23)C1C (stereo not drawn) | ? | .
O=C(N[C@H](C(=O)O)c1ccccc1)C1CCC(Cn2cnc3ccccc3c2=O)CC1 (stereo partly drawn) | 1% | 0

More results follow.
SMILES | Lipid storage S3 | Lipid storage S3 cell count max
CCN(CC)CCN1C(=O)c2oc3ccccc3c(=O)c2C1c1ccc(C)cc1 (stereo not drawn) | -1% | -1
Cc1cccc(NC(=O)Cn2c(=O)n(Cc3ccccc3)c(=O)c3c(C)c(C)sc32)c1 | ? | .
CCCCNC(=O)CSc1nc2ccc(Nc3nc(N4CCOCC4)nc(N4CCOCC4)n3)cc2s1 | ? | .
CCOC(=O)c1c(/N=C/c2cc(C)ccc2O)sc2c1CCN(C)C2 | 1% | 0
CCC(CC)CN1C(Nc2ccccc2)=NC[C@@H]1C | i | 19
CN(C)CCCOc1ccc(Cl)cc1Br | ? | .
Cn1cccc1C(=O)NCCc1ccc(Cl)cc1 | ? | .
O=C(O)CC(C(=O)O)N1C(=O)/C(=C/C=C/c2ccco2)SC1=S (stereo not drawn) | ? | .
O=C(OCn1ncc(Cl)c(Cl)c1=O)c1ccc(F)cc1 | ? | .
CCN(Cc1ccc(C#CCCO)cc1)CC1CCCN(CCc2cccc(OC)c2)C1 (stereo not drawn) | 13% | 11
CCN(CC)C(=O)C1=C(C)NC(=O)NC1c1c(F)cccc1Cl (stereo not drawn) | ? | .
COc1ccc(CCNC(=O)c2cc(S(=O)(=O)N3CCCCC3)c[nH]2)cc1OC | -1% | 12
C#CC[N+]1(CC#Cc2ccc(C)cc2)CCCCC1 | 4% | 1
Cc1ccc2cccc(NC(=S)NC(=O)c3ccnn3C)c2n1 | ? | .
CCN(CC(=O)NCc1cccs1)C(=O)CN(C)S(=O)(=O)c1ccc(C)cc1 | 3% | 4
COc1ccc(CNC(=O)CCCn2nc(C)n3ccnc3c2=O)cc1 | ? | .
Oc1ccc(Cl)cc1CNCc1ccc(Cl)nc1 | -6% | 16
O[C@@H]1CN(Cc2ccc(-n3cccn3)cc2)CC[C@H]1N1CCN(c2ccccc2F)CC1 | 20% | -9
CCOc1ccc(/C=N/NC(=S)Nc2c(C)cccc2C)cc1 | ? | .

Arranged by number of heavy atoms (descending): some entries from above.
SMILES | Lipid storage S3 | Lipid storage S3 cell count max
COC(=O)c1ccc(-n2c(C)cc(C(=O)CSc3ccc(NC(C)=O)cc3)c2C)cc1 | ? | .
COc1ccc(CNC(=O)CCCn2nc(C)n3ccnc3c2=O)cc1 | ? | .
CNc1ccc(OC)cc1-n1cnc(-c2ccc([N+](=O)[O-])cc2)c1 | ? | .

These rows are one share of the data (hit frequency here may not be typical).
